# High-throughput results: PubChem, National Center for Advancing Translational Sciences (NCATS)
# FEN1 inhibitor = inhibitors of human flap endonuclease 1; P39748; Recombinant FEN1 flap cleavage, fluorescence, 15 min; Potency, µM (highest dose often 114 µM), for inactives: at the highest dose activity change, negative = inhibition, hits mostly inhibitors; 390,000 tested, 0.35% active; AID 588795; also: nearly all actives have a fitted effect of over 65% in size
# Target sequence (P39748 whole entry, looked up): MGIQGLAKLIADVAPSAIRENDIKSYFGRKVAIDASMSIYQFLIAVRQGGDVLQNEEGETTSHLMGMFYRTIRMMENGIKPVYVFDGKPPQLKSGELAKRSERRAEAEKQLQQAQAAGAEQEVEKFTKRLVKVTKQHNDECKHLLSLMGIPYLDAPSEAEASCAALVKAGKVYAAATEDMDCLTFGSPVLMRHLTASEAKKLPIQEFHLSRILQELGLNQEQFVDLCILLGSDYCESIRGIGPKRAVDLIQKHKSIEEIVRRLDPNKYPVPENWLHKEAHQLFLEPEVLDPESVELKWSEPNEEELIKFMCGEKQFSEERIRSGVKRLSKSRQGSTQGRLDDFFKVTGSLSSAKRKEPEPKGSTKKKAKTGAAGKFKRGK
#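 Concentration–response screening of FEN1 (10 nM): 15 min compound preincubation at room temperature, reaction started with 50 nM substrate and read at 0 and 15 min. Corrected, normalized data were fitted by a four-parameter Hill equation.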
# N370S GC mod = N370S glucocerebrosidase modulation, Gaucher chaperone candidate | P04062 | N370S GC spleen homogenate, 4MU-glucoside fluorescence | Potency, µM (highest dose often 59.4 µM), inactives show at the top dose activity change, negative = inhibition, usual class: inhibitors | 330,000 tested, 0.092% active | AID 2101;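 also: 0% = full enzyme activity and -100% = no enzyme basal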
# TDP1 inh = inhibitors of human tyrosyl-DNA phosphodiesterase TDP1 | Q9NUW8 | recombinant TDP1, AlphaScreen DNA substrate cleavage | 350,000 tested, 0.28% active | Potency, µM (series often up to 130 µM), for the others: top-dose activity change, negative = inhibition, hits mostly inhibitors | AID 485290; also: nearly all actives have a fitted effect of over 40% in size
# Target sequence (Q9NUW8 whole entry, looked up): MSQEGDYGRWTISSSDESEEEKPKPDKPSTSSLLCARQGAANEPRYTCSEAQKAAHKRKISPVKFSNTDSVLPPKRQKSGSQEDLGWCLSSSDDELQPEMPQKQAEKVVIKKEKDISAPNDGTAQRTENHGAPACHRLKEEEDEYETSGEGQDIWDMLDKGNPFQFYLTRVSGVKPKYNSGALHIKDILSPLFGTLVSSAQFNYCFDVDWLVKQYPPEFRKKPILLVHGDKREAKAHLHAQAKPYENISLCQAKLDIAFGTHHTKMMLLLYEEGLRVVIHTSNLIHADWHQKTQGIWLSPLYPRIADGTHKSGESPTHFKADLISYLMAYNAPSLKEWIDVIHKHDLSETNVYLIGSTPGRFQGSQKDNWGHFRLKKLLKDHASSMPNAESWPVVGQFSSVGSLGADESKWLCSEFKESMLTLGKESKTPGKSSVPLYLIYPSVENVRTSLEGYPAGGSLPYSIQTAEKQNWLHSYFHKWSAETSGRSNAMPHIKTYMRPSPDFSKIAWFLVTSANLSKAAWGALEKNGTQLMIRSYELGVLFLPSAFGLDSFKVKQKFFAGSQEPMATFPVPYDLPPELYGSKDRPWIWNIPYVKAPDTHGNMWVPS
#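 Recombinant human Tdp1 (E. coli-expressed, 1 nM final) preincubated with compounds 15 min at room temperature, then 5'-biotin/3'-phosphotyrosine-FITC DNA substrate (15 nM final) added for 5 min. AlphaScreen beads (10 ug/ml final) added 10 min; cleavage lowers signal.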
# Active calls of the source: *; ? = inconclusive; · = no result given; & = joins results of further samples; [ ] = dose if it differs, or a comment. Calls follow the shape of the dose curve; as a rule, active = well fitted curve in the direction sought with a large enough effect; inconclusive = small, poorly fitted or top-dose-only effect, or another doubt; inactive = no such curve, though single readings can be large; an effect the other way counts as inactive or inconclusive. Unless noted, % is scaled to controls: 0 for no effect and ±100 for the full control effect; potency is read from the fitted curve at half-maximal effect.
smiles,FEN1 inhibitor,N370S GC mod,TDP1 inh
COc1cccc(-c2nn(-c3ccccc3)cc2C(=O)O)c1,-1.4%,5.3%,5.8%
CN(C)S(=O)(=O)c1ccc(C(=O)Nc2ccc(CN3CCCC3)cc2)cc1,37.5%[activator],-1.1%,3.8%
Cc1cc(C)c2c(=O)n(CC(=O)Nc3cccc(Cl)c3C)sc2n1,?,-4.2%,-1.7%
CCc1ccc(S(=O)(=O)NCc2ccc(N3CCN(C)CC3)cc2)cc1,9.7%,-1.1%,2.5%
Cc1ccc(CC2SC(=Nc3ccccc3)N(c3ccccc3)C2=O)cc1 (stereo not given),-1.3%,12.2%,2.6%
CC1CCC(N2CC(=O)N(CCC3=CCCCC3)C(c3ccc(F)cc3)C2=O)CC1 (stereo not given),8.4%,·,10.4%
COc1cc(OC)cc(C(=O)Nc2ccc(-c3nc4ccccc4o3)c(O)c2)c1,-17.4%,4.2%,3.4%
O=C(N/N=C/c1cc([N+](=O)[O-])ccc1O)NC12CC3CC(CC(C3)C1)C2,-0.4%,23.6%,8.1%
Cc1cccc(C)c1NC(=O)CN(C)S(=O)(=O)c1ccc(-c2ccc(=O)[nH]n2)s1,20.0%,-2.9%,1.7%
O=C(NCc1ccc(F)cc1)c1ccc[nH]1,-3.3%,3.1%,8.1%
O=C(NCc1ccc(F)cc1)c1cccc2c1C(=O)N(Cc1cccnc1)C2,1.1%,2.2%,-8.1%
Cc1cc2ccccc2nc1Br,-1.3%,-2.4%,·
CCC(=O)NCCc1nc2ccccc2n1Cc1ccc(C)cc1,-2.3%,8.3%,3.1%
O=C(NCCCN1CCOCC1)c1cc(-c2ccc(Cl)c(Cl)c2)on1,-3.7%,-6.7%,-12.9%
O=C1NC(c2ccccc2)=CC(c2ccccc2)N1 (stereo not given),6.2%,-2.0%,3.0%
Cc1cccc(-c2noc(CNC(=O)c3ccoc3C)n2)c1,-2.8%,-4.7%,2.8%
CCOc1ccc(NC(=O)CSc2c3c(nc4ccccc24)CCCC3)cc1,-6.6%,·,-2.3%
Cc1ccc(-c2nnc(-c3ccccc3S(=O)(=O)Cc3ccc(Cl)cc3)o2)cc1,29.8%,10.9%,3.9%
OCCN(Cc1ccccc1)Cc1nc(CC2CC2)no1,5.7%,1.7%,-5.4%
Oc1c(C(c2ccccc2F)N2CCCC2)sc2nc(-c3ccco3)nn12 (stereo not given),-5.8%,·,2.6%
O=C(NCc1ccc2c(c1)OCO2)Nc1ccc2nsnc2c1,0.6%,-4.6%,3.6%
Nc1nnc(CCS(=O)(=O)c2ccc(Br)cc2)s1,11.0%,6.2%,4.7%
COc1cc(OC)c2c(-c3ccccc3)cc(=O)oc2c1C(CCN1CCCCC1)c1ccc2c(c1)OCO2 (stereo not given),-4.5%&-8.2%,?,19.1%
O=C(Cc1ccccc1[N+](=O)[O-])N1CCN(c2ccc(F)cc2)CC1,-6.1%,-7.4%,5.0%
CC1CCC(NC(=O)c2ccc(CSc3nc4ccncc4n3Cc3ccc(F)cc3)cc2)CC1 (stereo not given),6.3%,·,7.6%
COc1ccc(CCNC(=O)c2ccc(Cl)c(S(=O)(=O)N3CCCC3)c2)cc1,14.9%,·,-2.3%[56.1 µM]
CCCc1cc(=O)oc2cc(OCC(=O)N3CCC(C(N)=O)CC3)ccc12,7.7%,2.0%,·
COc1ccc2c(c1)c(=O)c(S(=O)(=O)c1ccc(F)cc1)cn2Cc1ccccc1Cl,-7.9%,·,1.3%
O=c1nc2ccc(Cl)cn2c2ccc(S(=O)(=O)N3CCCCC3)cc12,-12.8%,?,0.0%
FC(F)(F)c1cc(Cl)c2nnc(-c3cccnc3)n2c1,0.6%,8.3%,·
C=CCOc1ccc(/C=C/C(=O)OCC(=O)NCCC2=CCCCC2)cc1,9.0%,0.1%,1.9%
COc1cc(C(=O)O/N=C(\N)c2ccc([N+](=O)[O-])cc2)cc(OC)c1OC,-15.8%,-2.5%,4.5%
CCC(NC(=O)c1cc(COc2cncc(Cl)c2)on1)c1ccncc1 (stereo not given),8.4%,-2.6%,1.0%
CCOC(=O)N1CCN(Cc2c(F)cccc2Cl)CC1,-2.0%,24.3%,·
CCC(C)(C)C1CCC2(CC1)NC(=O)N(CC(=O)N1CCN(S(=O)(=O)c3cc(C)ccc3C)CC1)C2=O (stereo not given),-5.9%,-10.8%,1.1%
Cc1ccc(-c2nnc(Nc3ccc(Br)cc3)c3ccccc23)cc1S(=O)(=O)N1CCCCC1,9.3%,·,-2.2%[12.3 µM]
CS(=O)(=O)c1[nH]nc(-c2ccccc2Cl)c1C#N,-3.2%,3.7%,·
COc1ccc(OC)c(C2C(C#N)=C(N)Oc3cc(C)n(Cc4ccccn4)c(=O)c32)c1 (stereo not given),-14.1%,-1.9%,4.4%
CCOc1ccc(NC(=O)Cc2cccc3ccccc23)c([N+](=O)[O-])c1,3.1%,-5.7%,8.1%
Cc1nc2ccc(Cl)cc2[nH]1,17.5%,-3.8%,11.0%
Cc1oc(-c2ccccc2Cl)nc1CS(=O)(=O)CC(=O)NC(C)CCc1ccccc1 (stereo not given),?,·,9.0%
CC(NC(=O)C12CC3CC(CC(C3)C1)C2)C(=O)N/N=C/C1=C(N2CCOCC2)C(=C\c2ccccc2)/CC1 (stereo not given),-1.8%,-5.5%,9.1%
O=C(NCc1cccnc1)C(=O)NCC(c1ccco1)N1CCN(c2ccc(F)cc2)CC1 (stereo not given),-0.5%,6.7%,-1.2%
COc1cccc(CNC(=O)Cn2nc([N+](=O)[O-])c(Br)c2C)c1,-12.4%,3.7%,·
O=C(NC1CCCc2c1cnn2-c1ccccc1F)c1ccccc1N1CCOCC1 (stereo not given),-3.9%,-18.8%,2.5%
O=C1C(N2CCOCC2)=C(n2nnc3ccccc32)C(=O)c2ccccc21,-11.7%,-12.0%,7.9%
Cc1cc(C)n(-c2ccc(C(=O)N3CCc4ccccc43)cc2)n1,-9.2%,7.5%,7.7%
C=CCOC(=O)C1=C(C)N=C2SCCC(=O)N2C1/C=C/c1ccccc1 (stereo not given),-3.6%,14.0%,4.3%
CCOC(=O)c1nnn(-c2nonc2N)c1-c1ccccc1,-1.4%,6.3%,-2.5%
CC(C)NS(=O)(=O)c1ccc(CCC(=O)NCc2cccnc2)cc1,-11.0%,0.2%,6.2%
CC(C)C[C@H](NC(=O)[C@H](Cc1ccccc1)NC(=O)[C@@H]1CCCN1C(=O)[C@H](CC(=O)O)NC(=O)[C@@H]1CCC(=O)N1)C(=O)N[C@@H](CCCN=C(N)N)C(=O)N[C@@H](Cc1ccccc1)C(N)=O,·,-2.0%,6.2%
Clc1ccc(OCCn2c(-c3ccco3)nc3ccccc32)cc1,-30.5%,·,7.8%
CN(c1ccccc1)S(=O)(=O)c1cccc(C(=O)NCCc2ccc(O)c(O)c2)c1,-12.1%,-11.6%,-2.6%
COc1cc(NC(=O)CCCOc2ccc(Cl)cc2Cl)c(C(=O)O)cc1OC,-2.5%,16.7%,·
Cc1cc(N2CCOCC2)nc2ccc(NC(=S)N3CCN(Cc4ccccc4)CC3)cc12,-20.7%,3.0%,6.1%
Cc1ccc2[nH]c3c(c2c1)CN(C(=O)CN1CCCc2ccccc21)CC3,-5.4%,-28.1%,11.9%
Cc1cccc(OCc2nnc(-c3ccc(F)cc3)o2)c1,10.4%,·,-13.2%
CCN(C(=O)Cn1c(=O)n(Cc2ccccc2)c(=O)c2c1c1cc(OC)ccc1n2C)c1ccccc1,-1.9%,·,5.6%
Cc1ccsc1/C=N/n1cnnc1,16.0%,0.7%,0.0%
Clc1cccc2c1CN(C1=NCCN1)C2,·,0.7%,9.9%[56.1 µM]

# (more compounds)
smiles,FEN1 inhibitor,N370S GC mod,TDP1 inh
CCCc1cc(=O)[nH]c(SCc2nc3ccc([N+](=O)[O-])cc3[nH]2)n1,-5.3%,2.5%,11.0%
O=C1C=C(c2ccccc2)CCC1,12.3%,-2.2%&-5.6%,2.5%
CCC(Oc1ccccc1)C(=O)Nc1ccccc1C(=O)N1CCCCC1 (stereo not given),2.4%,-7.2%,0.9%
c1ccc(COc2ccc(-c3csnn3)cc2)cc1,-2.8%,-6.9%,-13.7%
Cc1cccc(N2CCN(C(=O)c3c(C)oc4ncnc(N5CCOCC5)c34)CC2)c1C,3.7%,·,-2.1%
COC(=O)c1scc(C)c1NC(=O)CC1NCCNC1=O (stereo not given),4.5%,5.8%,6.5%
CCC1CN(C(=O)N2CCC(C(=O)NCc3ccco3)CC2)c2ccccc2O1 (stereo not given),-19.3%&4.5%,-22.7%,3.7%&0.0%
COC(=O)Nc1ccc(S(=O)(=O)N2CCC(C(=O)N3CCCC(C)C3)CC2)cc1 (stereo not given),1.1%,2.4%,0.0%
CCC(C(=O)NC1CCC(C)CC1)n1nc(C)c2sc3ccccc3c2c1=O (stereo not given),3.1%,·,-2.9%
C/C=C\C=C/C(=O)Nc1cccc(C2=NOC3(C2)C[C@H](C(N)=O)N(C(=O)c2ccc(OC)cc2)C3)c1 (stereo not given in full),4.6%,-7.7%,3.5%
CCN1CCN(c2nc3c(c(=O)n(C)c(=O)n3C)n2Cc2cccc3ccccc23)CC1,12.1%,-6.9%,2.1%
C[C@H]1COC(=O)[C@H]2CCCN2C(=O)[C@@H](C)COC(=O)[C@H]2CCCN2C1=O,·,9.0%[12.8 µM],6.9%[21 µM]
O=C1c2ccccc2C(=O)N1c1ccc(S(=O)(=O)N2CCN(c3ccccc3)CC2)cc1,2.3%,5.5%,6.2%
Cc1cccc(C(=O)Nc2nnc(S(=O)(=O)N3CCCc4ccccc43)s2)c1,13.1%,·,5.2%
CC(=O)NN=C1CCC(c2ccccc2)CC1 (stereo not given),0.3%,14.6%,5.1%
CC1=NN(c2ccccc2)C(=O)/C1=C/c1ccc[nH]1,-23.2%,-5.1%,10.6%
CCSc1ccccc1C(=O)N=C1NC(=O)CC2C(=O)NCCN12 (stereo not given),-14.3%,19.4%,3.7%
COc1ccc(NC(=O)COC(=O)C2CC3C=CC2C3)cc1 (stereo not given),-0.6%,8.5%,-7.7%
CC(=O)Nc1ccc(C(=O)OCC(=O)N(C)C2CCCCC2)cc1,-0.1%,2.6%,3.0%
COc1ccc(OCCn2ccnc2C)cc1,8.3%,2.1%,·

# Some of these compounds in order of their number in TDP1 inh, rising.
Compound | TDP1 inh
COc1ccc(NC(=O)COC(=O)C2CC3C=CC2C3)cc1 (stereo not given) | -7.7%
CCOC(=O)c1nnn(-c2nonc2N)c1-c1ccccc1 | -2.5%
COC(=O)c1scc(C)c1NC(=O)CC1NCCNC1=O (stereo not given) | 6.5%

# Continuation.
smiles,FEN1 inhibitor,N370S GC mod,TDP1 inh
O=S(=O)(NCC1CCCO1)c1ccc2oc3ccc(S(=O)(=O)NCC4CCCO4)cc3c2c1 (stereo not given),-2.0%,-0.4%,0.0%
COc1ccc(NC(=O)C(=O)NCCN2CCN(C(=O)c3cccc(Br)c3)CC2)cc1,9.7%,-2.2%,2.9%
C[C@H](CO)N1C[C@H](C)[C@@H](CN(C)S(=O)(=O)c2cn(C)cn2)Oc2ccc(NC(=O)Nc3ccc4c(c3)OCO4)cc2C1=O,15.4%,·,3.7%
Cc1nnc(C)n1/N=C/c1c(O)ccc2ccccc12,1.5%,-5.4%,·
O=Cc1cc2ccccc2nc1SCc1ccc(Cl)c(Cl)c1,-5.0%,14.5%,-1.9%
CSCC[C@H](NC(=O)[C@@H]1Cc2ccccc2CN1)C(=O)Nc1ccc2c(c1)OCO2,2.1%,-1.0%,6.3%
CN(C)c1ccc(/C=N/NC(=O)CN2CCN(c3ccc(F)cc3)CC2)cc1,·,15.3%,0.0%
CCOc1cccc(NC(=O)C2CCCN(S(=O)(=O)c3ccc(-n4cnnn4)cc3)C2)c1 (stereo not given),-9.2%,12.3%,-4.8%
COc1ccc(S(=O)(=O)Nc2c(O)c3ccccc3oc2=O)cc1,-9.7%,9.2%,·

# Part of the list above, with two lines to a compound:
# Each structure is followed by: FEN1 inhibitor, N370S GC mod, TDP1 inh
CSCC[C@H](NC(=O)[C@@H]1Cc2ccccc2CN1)C(=O)Nc1ccc2c(c1)OCO2
    2.1%, -1.0%, 6.3%
CN(C)c1ccc(/C=N/NC(=O)CN2CCN(c3ccc(F)cc3)CC2)cc1
    ·, 15.3%, 0.0%
CCOc1cccc(NC(=O)C2CCCN(S(=O)(=O)c3ccc(-n4cnnn4)cc3)C2)c1 (stereo not given)
    -9.2%, 12.3%, -4.8%
